Compound activity from PubChem.
Salmonella PhoP GFP: inhibitors of PhoP regulon expression, primary screen, Salmonella Typhimurium, GFP reporter (AID 1863) | S. Typhimurium PhoP-regulated promoter GFP reporter, 4 h; higher % means a stronger effect | inhibition, % at 50 µM; hits with a dose series show IC50 in µM | 300,000 tested, 0.16% active;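 active = inhibition over 29.93%, a cutoff 3 SD above the screen mean, later confirmed by dose response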;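 also: 0% = low Mg2+ inducing control and 100% = high Mg2+ repressing control; strong numbers were not always called active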
RSV CPE inhibition: inhibition of RSV-induced cytopathic effect – HEp-2 cells, primary 10 µM value included (AID 2391). HEp-2 cells, RSV-induced CPE inhibition; higher % means a stronger effect. one-dose CPE inhibition, % at 10 µM; IC50 in µM for titrated hits. 310,000 tested, 0.13% active; in the data active = a potency from the dose series; also: strong numbers were not always called active
SV40 large T antigen: SV40 large T antigen inhibitors, biochemical (AID 1903) | SV40 large T antigen ATPase/helicase inhibition assay; higher % means a stronger effect | one-dose inhibition, % at 20 µM; IC50 in µM for titrated hits | 310,000 tested, 0.39% active; in the data active = a potency from the dose series; also: strong numbers were not always called active
CSM14.1 death rescue: rescue of cells from ER stress-induced death, primary screen, 384-well, CSM14.1, thapsigargin, ATP luminescence (AID 1222); CSM14.1 thapsigargin-induced death rescue, ATP luminescence; higher % means a stronger effect; cellular ATP content (survival), % at 20 µM; hits with a dose series show EC50 in µM; 190,000 tested, under 10 active;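 active = EC50 below 50 µM in the dose-response confirmation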;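 also: death triggered by thapsigargin at about 15 µM added after 2 h compound pretreatment; cell ATP read after overnight thapsigargin exposure of roughly 18 to 22 hours; normalized against plate controls of thapsigargin alone and 5% DMSO vehicle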
Ins promoter up: MIN6 insulin promoter up-regulation | 190,000 tested, 0.3% active | AID 1625 | z-score at 5 µM | MIN6 insulin promoter-GFP reporter, high-content imaging; active compounds read high;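 active = z-score above 3 at 5 µM with at least 500 cells counted in the well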
West Nile virus CPE: inhibition of WNV-induced cytopathic effect – cell-based, CPE readout (AID 1621) | West Nile virus-infected cells, CPE inhibition; higher % means a stronger effect | CPE inhibition, % at 10 µM, or IC50 in µM where a hit was titrated | 290,000 tested, 0.02% active; in the data active = a potency from the dose series; also: strong numbers were not always called active
TNAP activators: stimulation of alkaline phosphatase TNAP activity – biochemical, luminescent, no phosphate acceptor, uHTS, primary screen (AID 1001); purified TNAP, luminescent activation assay, no phosphate acceptor; higher activation fold means a stronger effect; activation fold at 20 µM; hits with a dose series show EC50 in µM; 200,000 tested, 0.03% active; in the data active = activation fold from about 3, or a potency from the dose series; inactive = the rest, 99 in 100 with activation fold below about 1.6; also: many of its hits are not listed in these tables
PMI inhibition: human PMI inhibitors, high substrate, primary screen, biochemical, fluorescence intensity, high mannose 6-phosphate (AID 1220). recombinant PMI enzyme, coupled fluorescence intensity; higher % means a stronger effect. 190,000 tested, 0.66% active. one-dose inhibition, % at 20 µM; IC50 in µM for titrated hits
PMI inhibitors: inhibitors of human PMI, primary screen, biochemical, fluorescence intensity, coupled assay (AID 1209); purified PMI enzyme, coupled fluorescence intensity; higher % means a stronger effect; 190,000 tested, 0.42% active; inhibition, % at 20 µM, or IC50 in µM where a hit was titrated;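 also: plate controls were DMSO vehicle for no effect and wells lacking substrate for full effect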
Ins promoter up cell count: recorded beside Ins promoter up, whose call it bears; cell count; measured here: cytotoxicity, nuclei count;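 total cells summed across four imaged fields per well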
Numbers without * were called inactive; . = not tested or not shown. Rule as the data show it, unless noted: active = inhibition above about 50%; inactive = the rest.

SMILES | Salmonella PhoP GFP | RSV CPE inhibition | SV40 large T antigen | CSM14.1 death rescue | Ins promoter up | Ins promoter up cell count | West Nile virus CPE | TNAP activators | PMI inhibition | PMI inhibitors
CCC(=O)c1c[nH]c(C(=O)NCCCn2ccnc2)c1 | 0% | 0.6% | 4% | -1.3% | -0.2 | 1798 | 0.1% | 1.1 | 9% | 10%
CN(C(=O)CSc1nnc(NC2CCCCC2)s1)C1CCS(=O)(=O)C1 (centres undefined) | -14% | 0.7% | 3% | -2.5% | 0.1 | 1196 | -0.2% | 1 | 1% | 6%
CC1CCc2[nH]c3ccc(C(=O)N(C)CC(=O)Nc4ccc(F)cc4)cc3c2C1 (centres undefined) | 0% | 5.5% | 14% | . | . | . | -0.1% | . | . | .
COc1nc(OC)nc(N2CCC(C(=O)NCC3CCCCC3)CC2)n1 | -3% | 0.8% | 9% | -1.7% | -0.8 | 1212 | -1.0% | 1.1 | 13% | 18%
CCCc1cc(=O)oc2cc(OCC(=O)N(C)C)c(Cl)cc12 | 6% | -0.4% | 12% | 3.0% | 0.77 | 1117 | 0.0% | 1.1 | -8% | -4%
CN(C)NC(=O)C(NC(=O)c1ccccc1)C12CC3CC(CC(C3)C1)C2 (centres undefined) | -5% | 0.6% | 19% | 1.4% | -0.22 | 1250 | -0.2% | 1.1 | -32% | -28%
CN(CCc1ccccn1)C(=O)CCNC(=O)Cn1cnc2ccccc2c1=O | -11% | 0.7% | 5% | -3.6% | 0.94 | 1771 | 0.5% | 1.1 | 13% | 15%
Cc1nn(-c2ccccc2)c(Cl)c1/C=N/O | 6% | 12% | 3% | -0.7% | -0.53 | 1355 | -0.3% | 1.1 | -8% | -3%
COc1ccccc1N(C(=O)NCc1ccccc1)C1=NCC(C)S1 (centres undefined) | 10% | 4.4% | 2% | 1.5% | 0.57 | 908 | 0.1% | 1.1 | 8% | 13%
O=c1[nH]c2cc3c(cc2cc1C(c1nnnn1C1CCCC1)N1CCSCC1)OCCO3 (centres undefined) | -2% | -3.7% | 6% | -0.7% | 0.01 | 1168 | . | 1 | -3% | -4%
CC(C)Oc1ccc(CNC(=O)CCCN2C(=O)C(c3ccccc3)Oc3cccnc32)cc1 (centres undefined) | -8% | 1.5% | 11% | . | . | . | 0.8% | . | . | .
C=CCN(C(=O)CCC(=O)Nc1cc(C)on1)C(C(=O)NC(C)(C)C)c1ccc(OC)cc1 (centres undefined) | 3% | 2.6% | 4% | . | . | . | -0.2% | . | . | .
O=C(NC1CCCCCC1)C1CC(=O)N(Cc2ccccc2)C1 (centres undefined) | 15% | 1.1% | 0% | -0.5% | 1.1 | 1460 | -0.4% | 1.1 | -4% | -5%
CC(=O)c1ccc(Nc2nc(NCCO)nc(OC(C(F)(F)F)C(F)(F)F)n2)cc1 | 8% | -1.1% | 1% | -0.3% | -0.4 | 1092 | 0.7% | 1 | 12% | 3%
COc1ccc(NC(=O)Nc2ccc3c(c2)CCC3)cc1OC | -1% | 1.2% | 11% | 3.1% | 0.38 | 1302 | 0.3% | 1 | 1% | -4%
CCOc1ccc2nc(SCC(=O)NC3CCCc4ccccc43)sc2c1 (centres undefined) | -26% | 1.0% | 6% | -6.0% | -0.16 | 1343 | -1.5% | 1.1 | -1% | 0%
CCOC(=O)c1sc2ncn(/N=C/c3ccc(O)c(OC)c3)c(=O)c2c1C | 2% | -0.2% | 3% | 3.5% | 0.26 | 1510 | -0.8% | 1.1 | 3% | 4%
COc1ccc(C2=NN(C(C)=O)CC2c2cccc([N+](=O)[O-])c2)cc1 (centres undefined) | -11% | 7.2% | 16% | . | . | . | -0.5% | . | . | .
CCC(C)Nc1nc(N)c([N+](=O)[O-])c(NCCO)n1 (centres undefined) | 0% | 1.8% | 3% | . | 0.08 | 1019 | 0.4% | . | . | .
O=C(CCCNC(=O)c1ccc(Cl)cc1)Nc1ncccc1O | -2% | 1.2% | 28% | . | . | . | -0.1% | . | . | .

Given tab-delimited: part of the list above.
molecule	Salmonella PhoP GFP	RSV CPE inhibition	SV40 large T antigen	CSM14.1 death rescue	Ins promoter up	Ins promoter up cell count	West Nile virus CPE	TNAP activators	PMI inhibition	PMI inhibitors
CCC(=O)c1c[nH]c(C(=O)NCCCn2ccnc2)c1	0%	0.6%	4%	-1.3%	-0.2	1798	0.1%	1.1	9%	10%
CN(C(=O)CSc1nnc(NC2CCCCC2)s1)C1CCS(=O)(=O)C1 (centres undefined)	-14%	0.7%	3%	-2.5%	0.1	1196	-0.2%	1	1%	6%
CC1CCc2[nH]c3ccc(C(=O)N(C)CC(=O)Nc4ccc(F)cc4)cc3c2C1 (centres undefined)	0%	5.5%	14%	.	.	.	-0.1%	.	.	.
COc1nc(OC)nc(N2CCC(C(=O)NCC3CCCCC3)CC2)n1	-3%	0.8%	9%	-1.7%	-0.8	1212	-1.0%	1.1	13%	18%
CCCc1cc(=O)oc2cc(OCC(=O)N(C)C)c(Cl)cc12	6%	-0.4%	12%	3.0%	0.77	1117	0.0%	1.1	-8%	-4%
CN(C)NC(=O)C(NC(=O)c1ccccc1)C12CC3CC(CC(C3)C1)C2 (centres undefined)	-5%	0.6%	19%	1.4%	-0.22	1250	-0.2%	1.1	-32%	-28%
CN(CCc1ccccn1)C(=O)CCNC(=O)Cn1cnc2ccccc2c1=O	-11%	0.7%	5%	-3.6%	0.94	1771	0.5%	1.1	13%	15%
Cc1nn(-c2ccccc2)c(Cl)c1/C=N/O	6%	12%	3%	-0.7%	-0.53	1355	-0.3%	1.1	-8%	-3%
COc1ccccc1N(C(=O)NCc1ccccc1)C1=NCC(C)S1 (centres undefined)	10%	4.4%	2%	1.5%	0.57	908	0.1%	1.1	8%	13%
O=c1[nH]c2cc3c(cc2cc1C(c1nnnn1C1CCCC1)N1CCSCC1)OCCO3 (centres undefined)	-2%	-3.7%	6%	-0.7%	0.01	1168	.	1	-3%	-4%
CC(C)Oc1ccc(CNC(=O)CCCN2C(=O)C(c3ccccc3)Oc3cccnc32)cc1 (centres undefined)	-8%	1.5%	11%	.	.	.	0.8%	.	.	.
C=CCN(C(=O)CCC(=O)Nc1cc(C)on1)C(C(=O)NC(C)(C)C)c1ccc(OC)cc1 (centres undefined)	3%	2.6%	4%	.	.	.	-0.2%	.	.	.

(more compounds)
SMILES | Salmonella PhoP GFP | RSV CPE inhibition | SV40 large T antigen | CSM14.1 death rescue | Ins promoter up | Ins promoter up cell count | West Nile virus CPE | TNAP activators | PMI inhibition | PMI inhibitors
O=C(Nc1cccc(Br)c1)c1cc(S(=O)(=O)N2CCOCC2)cs1 | -2% | 2.1% | 4% | . | . | . | -0.8% | . | . | .
Cc1onc(C(=O)Nc2cccnc2Cl)c1[N+](=O)[O-] | 1% | 1.1% | 0% | -8.4% | 1.1 | 1410 | -0.4% | 0.9 | -31% | -37%
O=C(c1ccco1)N1CCN(c2ccc([N+](=O)[O-])cc2Cl)CC1 | 2% | 9.8% | 22% | . | -0.82 | 1104 | -0.1% | . | . | .
COc1ccc(CN(C)C2c3ccccc3-c3ccccc32)cc1 | 5% | 0.0% | 2% | -1.7% | 0.12 | 1476 | -0.2% | 1.1 | 10% | 19%
COc1ccccc1-c1ccc(/C=C2\C=CC(=O)O2)o1 | -12% | . | 16% | . | 1.9 | 1011 | 0.0% | . | . | .
COc1cccc(-c2nc3ccccc3c(=O)o2)c1 | -3% | 1.4% | 1% | 1.2% | -1.2 | 959 | 0.7% | 0.8 | -6% | -5%
Cc1cc(Cl)ccc1OCC(=O)NNC(=O)C1CCCO1 (centres undefined) | -3% | 1.6% | 25% | -2.0% | -0.1 | 1281 | 0.5% | 1 | -5% | -5%
O=C(/C=C/c1ccco1)Nc1cccc(S(=O)(=O)N2CCOCC2)c1 | 6% | 2.4% | 24% | -2.2% | -0.49 | 1211 | -0.7% | 1 | 9% | 12%
CC1C2C(C)N(C)C(=O)N(C)C2N(C)C(=O)N1C (centres undefined) | -9% | 2.1% | 3% | 4.8% | 0.91 | 1186 | 0.6% | 1.1 | 11% | 18%
Cc1cc(NC(=O)COC(=O)COc2ccc3c4c(c(=O)oc3c2)CCC4)no1 | 0% | 1.7% | 26% | 0.2% | 0.21 | 1247 | 0.1% | 1.1 | 0% | -1%
CC(C)(C)c1ccc(C(=S)N2CCN(c3ccccc3)CC2)cc1 | -8% | 7.2% | 25% | . | 0.1 | 1399 | -0.4% | . | . | .
NC(=O)C1CCN(CCS(=O)(=O)c2ccc(Cl)cc2)CC1 | -8% | -0.3% | 5% | . | 0.4 | 1429 | 0.1% | . | . | .
CC(C)(C)C1CCC(=O)N(CCSc2ccccc2)CC1 (centres undefined) | -6% | -0.3% | 4% | . | . | . | -0.8% | . | . | .
CCN1CC=C2C(C1)C(c1ccc(Cl)s1)C(C#N)=C(N)C2(C#N)C#N (centres undefined) | -48% | 0.9% | 8% | 1.4% | . | . | . | 1.1 | 43% | 12%
CC12CCC(C(=O)Nc3ccccc3)(C/C1=N\O)C2(C)C (centres undefined) | -11% | 4.4% | 5% | -1.0% | 0.94 | 1911 | 1.0% | 1 | -4% | -2%
Cc1cccc(NC(=O)Nc2cccnc2)c1C | -3% | 1.9% | 13% | . | . | . | -0.2% | . | . | .
Oc1ccccc1N1CCN(c2ncnc3sc(-c4ccccc4)cc23)CC1 | 0% | 40% | 10% | . | -2.4 | 1074 | 0.2% | . | . | .
CCN(CC)C(=O)COc1ccc(/C(C)=N/Nc2ncc(Cl)cc2Cl)cc1 | -9% | 8.4% | 12% | . | 0.24 | 1466 | -0.6% | . | . | .
O=c1[nH]c(CN(CCO)CCO)nc2c1C1(CCCCC1)Cc1ccccc1-2 | -4% | 2.1% | 5% | -1.1% | -0.5 | 1285 | -0.1% | . | 4% | 0%
CCc1cccc2c(C(=O)CCl)c[nH]c12 | -2% | -0.6% | 2% | -6.5% | -0.13 | 1434 | -0.2% | 1.1 | -68% | -32%
CCC(=O)Nc1ccc(NC(=O)CN2CCCC(C)C2)c(Cl)c1 (centres undefined) | -3% | 1.4% | 2% | 3.2% | -1.2 | 1233 | 0.3% | 1 | -10% | -8%
Cc1cccc(OCc2occc2C(=O)Nc2cccc(-n3cnnn3)c2)c1 | 3% | 4.3% | 8% | . | . | . | -0.9% | . | . | .
CC(C)(C)NC(=O)C(c1ccccc1)N(C(=O)CNC(=O)c1cccs1)c1cccnc1 (centres undefined) | 0% | 0.8% | 7% | . | . | . | -0.4% | . | . | .
Cc1ccc(SCCOCCN2CCc3ccccc3C2)cc1 | 13% | -2.6% | 3% | 5.0% | -0.62 | 1398 | -1.3% | 1.1 | 0% | 5%
O=C(c1ccncc1)N1CCN(C(=O)c2cccc3ccccc23)CC1 | -5% | 0.8% | 6% | -1.3% | -0.6 | 910 | -0.1% | 1.1 | 7% | 5%
C=CCn1c(SCC(=O)Nc2ncc(Cc3cc(Cl)ccc3Cl)s2)nnc1-c1ccncc1 | -1% | 2.0% | 2% | -1.6% | -1.6 | 992 | -0.2% | 1 | -1% | -1%
COc1ccc(CN2CCNC(=O)C2CC(=O)NCCc2nc(C)c(C)s2)cc1C (centres undefined) | 2% | 2.4% | 14% | . | . | . | 0.2% | . | . | .
CCCCOc1cccc(NC(=O)CSc2nccn2C)c1 | 10% | 2.6% | 13% | -2.2% | 0.6 | 1216 | -0.1% | 1.1 | 5% | 14%
